Screening results from PubChem.
MPTP inh: permeability transition pore inhibition. isolated mouse mitochondria, Ca2+ swelling absorbance, 30 min. inhibition, % at 10 µM. 360,000 tested, 1.4% active. AID 602449;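 active = inhibition of 50% or more, scaled per plate between neutral and stimulator controls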;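 also: 0% = DMSO wells given calcium and 100% = 1 mM EGTA wells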
mIAP inh: mouse IAP inhibition | purified mouse IAP, CDP-Star luminescence, 30 min | inhibition, % at 10 µM | 330,000 tested, 0.2% active;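 active = inhibition of at least 40% at 10 µM in the primary screen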;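 also: plate controls were DMSO with enzyme for no effect and no enzyme wells for full effect; values of inactives mirror those of a sister screen read the other way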
A3A deaminase: blocks human APOBEC3A ssDNA deamination | inhibition, % at 20 µM | P31941 | AID 493011 | recombinant A3A, FAM/TAMRA ssDNA deamination fluorescence | 330,000 tested, 0.41% active;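 active = at least 40% inhibition at 20 µM here, with at most 30% in a related deaminase screen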;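 also: plate controls were A3A with DMSO for no effect and wells lacking A3A enzyme for full effect; some results filed as inactive read as strong as hits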
A3G deaminase: inhibitors of human APOBEC3G DNA deaminase. Q9HC16. inhibition, % at 20 µM. 330,000 tested, 0.28% active. recombinant A3G, ssDNA deamination FAM/TAMRA fluorescence;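 active = inhibition of at least 40% at 20 µM, with no more than 30% in the related APOBEC3A deaminase screen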;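 also: plate controls were DMSO wells with A3G for no effect and wells lacking A3G enzyme for full effect; some compounds called inactive have numbers as strong as hits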
Target sequence (Q9HC16 whole entry, looked up): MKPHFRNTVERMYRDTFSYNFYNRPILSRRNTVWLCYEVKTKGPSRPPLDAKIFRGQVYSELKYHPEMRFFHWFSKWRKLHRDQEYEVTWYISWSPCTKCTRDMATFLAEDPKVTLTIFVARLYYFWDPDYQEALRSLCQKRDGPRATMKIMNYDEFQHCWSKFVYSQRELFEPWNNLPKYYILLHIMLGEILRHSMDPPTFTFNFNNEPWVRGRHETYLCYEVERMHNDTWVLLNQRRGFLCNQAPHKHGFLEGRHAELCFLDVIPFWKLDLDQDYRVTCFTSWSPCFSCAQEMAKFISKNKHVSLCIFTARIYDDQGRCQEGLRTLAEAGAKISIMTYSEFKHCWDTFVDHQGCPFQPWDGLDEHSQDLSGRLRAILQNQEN
hIAP inh: human IAP inhibition; P09923; purified IAP, CDP-Star luminescence, 30 min; inhibition, % at 10 µM; 330,000 tested, 0.12% active;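 active = inhibition reaching a set limit with compound at 10 µM in the primary screen, cut at about 35% in these data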;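 also: plate controls were DMSO wells with enzyme for no effect and no-enzyme buffer wells for full effect; values of inactives mirror those of a sister screen read the other way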
Target sequence (P09923 whole entry, looked up): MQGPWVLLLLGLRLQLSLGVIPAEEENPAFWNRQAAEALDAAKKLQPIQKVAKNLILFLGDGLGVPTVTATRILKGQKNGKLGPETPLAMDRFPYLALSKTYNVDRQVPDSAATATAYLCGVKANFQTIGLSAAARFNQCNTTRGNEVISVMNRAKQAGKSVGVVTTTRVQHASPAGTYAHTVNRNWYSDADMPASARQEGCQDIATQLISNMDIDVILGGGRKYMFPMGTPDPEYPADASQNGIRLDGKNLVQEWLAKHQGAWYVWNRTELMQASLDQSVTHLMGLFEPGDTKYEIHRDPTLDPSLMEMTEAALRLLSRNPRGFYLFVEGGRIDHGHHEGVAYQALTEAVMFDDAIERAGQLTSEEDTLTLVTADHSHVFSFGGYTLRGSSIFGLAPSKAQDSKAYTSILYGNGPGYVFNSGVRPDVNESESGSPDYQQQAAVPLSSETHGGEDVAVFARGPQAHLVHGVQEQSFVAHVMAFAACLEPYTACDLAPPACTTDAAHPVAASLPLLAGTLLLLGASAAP
beta cell repl: MIN6 beta-cell proliferation induction; MIN6 cells proliferation, ATPlite luminescence, 48 h; cells starved in 0.2% serum; 100% = growth in 10% serum; proliferation, % at 10 µM; 330,000 tested, 0.29% active; AID 2380;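 active = compounds whose signal lies at least 3.5 SD above the mean of all wells on their plate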;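 also: 0% = DMSO-treated cells in low-serum medium and 100% = 10% serum control; some compounds called inactive have numbers as strong as hits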
hIAP activ: human IAP activation. AID 2524. activation factor at 10 µM. purified human IAP, CDP-Star luminescence, 30 min; hits give high values; 1 = vehicle-only enzyme, 0 = enzyme-free background. 330,000 tested, 0.16% active;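 active = activation factor of the enzyme at least 2-fold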; also: the source names both 10 and 20 µM as test concentration; values of inactives mirror those of a sister screen read the other way
mIAP act: increases mouse intestinal alkaline phosphatase activity; activation factor at 10 µM; AID 2805; muIAP, CDP-Star luminescence, 30 min; hits give high values; 1 = vehicle-only enzyme signal, 0 = enzyme-free wells; 330,000 tested, 0.24% active;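 active = activation factor of at least 2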; also: the source names both 10 and 20 µM as test concentration; values of inactives mirror those of a sister screen read the other way
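System: Mouse IAP enzyme | Also added: CDP-Star substrate | Dosing: Compounds dispensed in DMSO | Schedule: 30 min enzyme-substrate-compound incubation at room temperature | Technique: Chemiluminescence readout | Control set: DMSO-only wells and no-enzyme negative control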
NR3A LBD binder: NR3A (human) ligand-binding domain modulation | NR3A LBD differential scanning fluorimetry, Tm shift; 0% = protein alone, 100% = glycine-bound protein | Tm shift relative to glycine control, % at 25 µM | 340,000 tested, 2.5% active | AID 1259313;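 active = melting temperature shift of at least 10% of the positive control shift, at one fixed dose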
* marks the source's active call; other numbers are inactive results.

O=C(NCC1CCCO1)c1onc(CSc2cccc(Cl)c2)c1C(=O)O (stereo unspecified) was read as MPTP inh -0.3, mIAP inh 0, A3A deaminase 0, A3G deaminase -5, hIAP inh 20, beta cell repl -4, hIAP activ 0.8, mIAP act 1 and NR3A LBD binder 0.
C#CCOCCOCCOCCNc1nc(N2CCN(C(=O)CCCCCCCCCCNC(=O)[C@@H](CCSC)n3cc(CCO)nn3)CC2)nc(N2CCN(C(=O)CCCCCCCCCCNC(=O)[C@@H]([C@H](C)O)n3cc(C)nn3)CC2)n1 was read as MPTP inh -2.6, mIAP inh -55, A3A deaminase 0, A3G deaminase 0, hIAP inh -22, beta cell repl -6, hIAP activ 1.2, mIAP act 1.6 and NR3A LBD binder 0.
COCCNC(=O)c1cn(C)c2ccccc2c1=O was read as MPTP inh 3.0, mIAP inh 0, A3A deaminase -3, A3G deaminase -4, hIAP inh 1, beta cell repl 0, hIAP activ 0.99, mIAP act 1 and NR3A LBD binder 0.
`O=C(O)c1ccc(Nc2ccc(Cl)c(Cl)c2)c([N+](=O)[O-])c1` gave MPTP inh 0.7, mIAP inh 5, A3A deaminase -1, A3G deaminase -6, hIAP inh 0, beta cell repl -1, hIAP activ 1, mIAP act 0.95 and NR3A LBD binder 2.
`Cc1cccc2sc(N(CCCN(C)C)C(=O)c3cc4ccccc4oc3=O)nc12` gave MPTP inh -1.4, mIAP inh -1, A3A deaminase 0, A3G deaminase -5, hIAP inh 2, beta cell repl -3, hIAP activ 0.98, mIAP act 1 and NR3A LBD binder -2.
Screening CC(OC(=O)c1ccc(Cl)c([N+](=O)[O-])c1)C(=O)N1CCN(Cc2ccccc2)CC1 (stereo unspecified) returned MPTP inh -2.7, mIAP inh 6, A3A deaminase -4, A3G deaminase -8, hIAP inh 1, beta cell repl -8, hIAP activ 0.99, mIAP act 0.94 and NR3A LBD binder -1.
`O=C(COc1ccc(F)cc1)NCC1(N2CCCCC2)CCCCC1` gave MPTP inh -0.1, mIAP inh -4, A3A deaminase 1, A3G deaminase 3, hIAP inh 0, beta cell repl 3, hIAP activ 1, mIAP act 1 and NR3A LBD binder 1.
COc1ccc(/C=C2\CCc3ccccc3C2=O)cc1O was read as MPTP inh 0.9, mIAP inh 6, A3A deaminase 1, A3G deaminase -2, hIAP inh 0, beta cell repl -7, hIAP activ 1, mIAP act 0.94 and NR3A LBD binder -6.
For COc1ccccc1NC(=O)C(C)OC(=O)CN1C(=O)C2CC=CCC2C1=O (stereo unspecified) the results were MPTP inh -0.3, mIAP inh 8, A3A deaminase 0, A3G deaminase -4, hIAP inh 4, beta cell repl 1, hIAP activ 0.96, mIAP act 0.92 and NR3A LBD binder -1.
Cc1ccc(Cl)cc1N(CC(=O)NC(C)c1ccccc1)S(C)(=O)=O (stereo unspecified) was read as MPTP inh 0.1, mIAP inh -10, A3A deaminase 9, A3G deaminase -1, hIAP inh 10, beta cell repl -2, hIAP activ 0.91, mIAP act 1.1 and NR3A LBD binder 0.
Screening CNC(=O)c1ccccc1-c1cn(C)c2ccccc2c1=O returned MPTP inh 0.5, mIAP inh 5, A3A deaminase 0, A3G deaminase -1, hIAP inh 9, beta cell repl 1, hIAP activ 0.91, mIAP act 0.95 and NR3A LBD binder -1.
`CC(C)(C)[C@H]1C=C(C(=O)NC2CC2)O[C@@H](OCCCCO)C1` gave MPTP inh -0.9, mIAP inh -6, A3A deaminase 4, A3G deaminase -1, hIAP inh 19, beta cell repl -5, hIAP activ 0.81, mIAP act 1.1 and NR3A LBD binder 1.
`CCOc1ccccc1Nc1nc(-c2sc(NC(=O)c3ccco3)nc2C)cs1` gave MPTP inh 0.8, mIAP inh 10, A3A deaminase -9, A3G deaminase -13, hIAP inh 14, beta cell repl -6, hIAP activ 0.85, mIAP act 0.9 and NR3A LBD binder 2.
Screening Cc1ccc(C(=O)N/C(=C\c2ccco2)C(=O)NC2CCS(=O)(=O)C2)cc1 (stereo unspecified) returned MPTP inh -0.3, mIAP inh 8, A3A deaminase -2, A3G deaminase -4, hIAP inh -8, beta cell repl 3, hIAP activ 1.1, mIAP act 0.92 and NR3A LBD binder 1.
CCN(C(=O)CSc1ncnc2sc(C)c(C)c12)C1CCS(=O)(=O)C1 (stereo unspecified) was read as MPTP inh 0.9, mIAP inh 6, A3A deaminase 0, A3G deaminase -1, hIAP inh -5, beta cell repl 1, hIAP activ 1.1, mIAP act 0.94 and NR3A LBD binder -1.
Screening Cc1cccc(C(=O)Nc2nc(C)c(C(=O)Nc3ccc4c(c3)CCC4)s2)c1 returned MPTP inh 1.3, mIAP inh -7, A3A deaminase -1, A3G deaminase -3, hIAP inh -17, beta cell repl -4, hIAP activ 1.2, mIAP act 1.1 and NR3A LBD binder 28*.
For CC(C)(C)N/C=C(\C#N)S(=O)(=O)c1ccc(Br)cc1 the results were MPTP inh 1.8, mIAP inh 5, A3A deaminase -1, A3G deaminase -5, hIAP inh 0, beta cell repl 1, hIAP activ 1, mIAP act 0.95 and NR3A LBD binder 6.
For COc1ccc(-c2cn(CCC(=O)O)c(-c3ccc(Cl)nc3)n2)cc1 the results were MPTP inh -1.3, mIAP inh -3, A3A deaminase 0, A3G deaminase -8, hIAP inh 5, beta cell repl -1, hIAP activ 0.95, mIAP act 1 and NR3A LBD binder 1.
CC(C)=C1C2C=CC1C(C(=O)Nc1cccc(C)c1)C2C(=O)O (stereo unspecified) was read as MPTP inh 1.6, mIAP inh -2, A3A deaminase -2, A3G deaminase -2, hIAP inh 12, beta cell repl -1, hIAP activ 0.88, mIAP act 1 and NR3A LBD binder 2.
For O=C(C(=O)N1CCN(c2cccc(Cl)c2)CC1)c1c[nH]c2ccccc12 the results were MPTP inh 3.6, mIAP inh 13, A3A deaminase -1, A3G deaminase -8, hIAP inh -21, beta cell repl 0, hIAP activ 1.2, mIAP act 0.87 and NR3A LBD binder 4.
`Cc1ccccc1-c1nc(CN2CCC(C(=O)O)CC2)c(C)o1` gave MPTP inh -1.1, mIAP inh -1, A3A deaminase -6, A3G deaminase -7, hIAP inh 14, beta cell repl 0, hIAP activ 0.86, mIAP act 1 and NR3A LBD binder -1.
`CC(C)C(c1nnnn1Cc1ccccc1)N1CCN(Cc2ccco2)CC1` (stereo unspecified) gave MPTP inh -0.1, mIAP inh -5, A3A deaminase -3, A3G deaminase 7, hIAP inh -29, beta cell repl -1, hIAP activ 1.3, mIAP act 1.1 and NR3A LBD binder 1.
CC1(C2CC2)NC(=O)N(CC(=O)Nc2ccc(C(F)(F)F)cc2)C1=O (stereo unspecified) was read as MPTP inh -1.8, mIAP inh -2, A3A deaminase 3, A3G deaminase -8, hIAP inh -2, beta cell repl -4, hIAP activ 1, mIAP act 1 and NR3A LBD binder -1.
COc1cc(-c2nnc(COC(=O)c3nn(CC(C)C)c(=O)c4ccccc34)o2)cc(OC)c1OC was read as MPTP inh 0.2, mIAP inh -4, A3A deaminase -1, A3G deaminase -4, hIAP inh 12, beta cell repl -3, hIAP activ 0.88, mIAP act 1 and NR3A LBD binder 0.
COc1ccccc1C(=O)NC(=O)COC(=O)c1cc[n+]([O-])cc1 was read as MPTP inh -1.6, mIAP inh 4, A3A deaminase 2, A3G deaminase -5, hIAP inh -10, beta cell repl 6, hIAP activ 1.1, mIAP act 0.96 and NR3A LBD binder 0.
CCOC(=O)Cc1cnc(NC(=O)NC(C(=O)OCC)(c2ccccc2)C(F)(F)F)s1 (stereo unspecified) was read as MPTP inh 5.3, mIAP inh 7, A3A deaminase 1, A3G deaminase -6, hIAP inh -2, beta cell repl -3, hIAP activ 1, mIAP act 0.93 and NR3A LBD binder 2.
`Cn1c(C(=O)NC2CC2)cc2c(=O)n(C)c3ccccc3c21` gave MPTP inh -1.9, mIAP inh 4, A3A deaminase 3, A3G deaminase 7, hIAP inh -6, beta cell repl -3, hIAP activ 1.1, mIAP act 0.96 and NR3A LBD binder 0.
For CCN(CC)S(=O)(=O)c1ccc(C)c(NS(=O)(=O)c2cc(/C=C/C(=O)O)cc(OC)c2OC)c1 the results were MPTP inh 0.9, mIAP inh 4, A3A deaminase 3, A3G deaminase -2, hIAP inh 1, beta cell repl 1, hIAP activ 0.99, mIAP act 0.96 and NR3A LBD binder 2.
For CCOc1ccc(NC(=O)C(C)Sc2nnnn2C)cc1 (stereo unspecified) the results were MPTP inh 0.0, mIAP inh 0, A3A deaminase 1, A3G deaminase -2, hIAP inh 16, beta cell repl -1, hIAP activ 0.84, mIAP act 0.99 and NR3A LBD binder 0.
Cc1[nH]c2ccccc2c1/C=C(\C#N)C(=O)NCc1ccccc1 was read as MPTP inh 0.4, mIAP inh -1, A3A deaminase 0, A3G deaminase -6, hIAP inh -7, beta cell repl 2, hIAP activ 1.1, mIAP act 1 and NR3A LBD binder -9.

As a working copy, some entries already given:
COc1cc(-c2nnc(COC(=O)c3nn(CC(C)C)c(=O)c4ccccc34)o2)cc(OC)c1OC was read as MPTP inh 0.2, mIAP inh -4, A3A deaminase -1, A3G deaminase -4, hIAP inh 12, beta cell repl -3, hIAP activ 0.88, mIAP act 1 and NR3A LBD binder 0.
COc1ccccc1C(=O)NC(=O)COC(=O)c1cc[n+]([O-])cc1 was read as MPTP inh -1.6, mIAP inh 4, A3A deaminase 2, A3G deaminase -5, hIAP inh -10, beta cell repl 6, hIAP activ 1.1, mIAP act 0.96 and NR3A LBD binder 0.

3 entries picked at random from the list so far, as already listed:
For CCOc1ccc(NC(=O)C(C)Sc2nnnn2C)cc1 (stereo unspecified) the results were MPTP inh 0.0, mIAP inh 0, A3A deaminase 1, A3G deaminase -2, hIAP inh 16, beta cell repl -1, hIAP activ 0.84, mIAP act 0.99 and NR3A LBD binder 0.
COc1cc(-c2nnc(COC(=O)c3nn(CC(C)C)c(=O)c4ccccc34)o2)cc(OC)c1OC was read as MPTP inh 0.2, mIAP inh -4, A3A deaminase -1, A3G deaminase -4, hIAP inh 12, beta cell repl -3, hIAP activ 0.88, mIAP act 1 and NR3A LBD binder 0.
`Cc1ccccc1-c1nc(CN2CCC(C(=O)O)CC2)c(C)o1` gave MPTP inh -1.1, mIAP inh -1, A3A deaminase -6, A3G deaminase -7, hIAP inh 14, beta cell repl 0, hIAP activ 0.86, mIAP act 1 and NR3A LBD binder -1.

(cont.)
For COCCn1c(C)cc(C(=O)COC(=O)c2ccccc2Br)c1C the results were MPTP inh 0.4, mIAP inh 7, A3A deaminase -4, A3G deaminase -10, hIAP inh 12, beta cell repl -6, hIAP activ 0.88, mIAP act 0.93 and NR3A LBD binder -2.
Screening C=CCc1cccc2cc(C(=O)Nc3cccc(C(=O)O)c3)c(=O)oc12 returned mIAP inh -18, A3A deaminase -1, A3G deaminase -4, hIAP inh -14, beta cell repl -1, hIAP activ 1.1, mIAP act 1.2 and NR3A LBD binder -1.
For O=C(CNC(=O)c1ccco1)OCC(=O)c1ccccc1Cl the results were MPTP inh -3.0, mIAP inh 13, A3A deaminase -3, A3G deaminase -5, hIAP inh 2, beta cell repl -4, hIAP activ 0.98, mIAP act 0.87 and NR3A LBD binder -2.
Screening O=C(NC1CCSc2ccccc21)c1cc(S(=O)(=O)N2CCOCC2)ccc1Cl (stereo unspecified) returned MPTP inh -0.5, mIAP inh -2, A3A deaminase 19, A3G deaminase -4, hIAP inh 20, beta cell repl -2, hIAP activ 0.8, mIAP act 1 and NR3A LBD binder 1.
